# F508del corr – CFTR F508del correction in bronchial cells | CFBE cells, YFP halide quenching; stimulated with forskolin plus potentiator P3; % fluorescence drop versus neutral controls | AID 720511 | 0.36% of 350,000 active | activity (quench increase), % at 7.58 µM;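 active = mean added fluorescence quench of at least 8% versus neutral control, with both replicates also reaching 8%; inconclusive = only one of the mean or replicate conditions met; inactive = mean below 8% and not both replicates reaching 8%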;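 also: cells transiently co-express mutant CFTR-F508del with the halide-sensitive YFP; corrector assay measuring rescue of mutant channel to the surface after 24 h compound exposure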
# DENV2 CPE rescue – inhibitors of DENV2 cytopathic effect | DENV2-infected cells, cytopathic effect rescue, plate reader | CPE inhibition, % at 9.99 µM | 1.7% of 350,000 active | AID 651640; in the data active = CPE inhibition above about 20%, passing the limit was not always enough; inconclusive = no clear call, values can overlap the other calls; tested in BHK-21 cells;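 also: 0% = median of neutral control wells and 100% = median of positive control wells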
# EWS-Fli inh – EWS/Fli transcriptional activity inhibition | A673 NR0B1-luciferase reporter, viability-normalised | inhibition, % at 12.6 µM | 0.67% of 350,000 active | AID 651661;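 active = mean inhibition of at least 50% after viability correction, with every replicate also passing that limit; inconclusive = mean reaches 50% but only one of two replicates passes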;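 also: firefly luciferase signal divided by Alamar Blue viability fluorescence both relative to DMSO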
# miR122 inh – blocks miR-122 activity in Huh7 sensor cells; activation (reporter increase), % at 12.5 µM; 0.3% of 340,000 active; Huh7 miR-122 Renilla luciferase sensor, 48 h; neutral wells = 0, positive control = 100;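 active = mean replicate activation score at least 90 and every replicate individually at or above 90; inconclusive = only one of the two criteria met; inactive = neither criterion met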;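 also: higher luciferase means less miR-122 activity so hits act as miR-122 inhibitors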
# INS-1E GSIS act – primary screen for activators of insulin secretion dependent on glucose, INS-1E cells, GLuc reporter luminescence. 0.61% of 370,000 active. INS-1E GLuc reporter insulin secretion, 2-3 h. activation, % at 16.6 µM;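 active = lowest replicate activation of at least 40%, so every replicate reaches that level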;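 also: 0% = median of neutral control wells and 100% = median of IBMX positive control wells; some compounds called inactive have numbers as strong as hits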
# FN deposition inh – fibronectin deposition inhibition; AID 743247; inhibition, % at 12.6 µM; AH1F fibroblasts, Alexa488-fibronectin deposition fluorescence, overnight; 0.086% of 350,000 active;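 active = mean inhibition across replicates of 30% or more, regardless of how many single replicates reach that level; inconclusive = mean under 30% yet at least half of replicates reach 30%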;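 also: positive control wells lacked labelled fibronectin entirely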
#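 Material: AH1F fibroblasts assembling fluorescent fibronectin matrix; amount: 10000 AH1F cells/well; medium: DMEM, 2% serum; reagent: Alexa488-fibronectin, 24 nM final in well; dosing: single compound dose, delivered by pin transfer; incubation: 1 h adhesion, overnight exposure; detection: fluorescence after three HBSS washes, excitation 485 nm, emission 525 nm; measure: fibronectin deposition inhibition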
# PAX8 inh HTS – PAX8 transcriptional activity inhibition | RMG-I TPO-luciferase reporter, SteadyGlo, 24 h | inhibition, % at 12.6 µM | 1.2% of 360,000 active;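 active = mean replicate inhibition at least 60% with every replicate also reaching 60%; inconclusive = only one of the two criteria is met; inactive = mean below 60% and not all replicates reaching 60%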;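 also: luciferase light reporting Pax8 driven TPO promoter activity; plate controls were median of neutral control wells for no effect and mitoxantrone controls for full effect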
# * = called active by the depositor; u = inconclusive; x = not tested or not shown; & = joins results of further samples; [ ] = another dose, or the depositor's remark. Rows were taken by chance; 3.9% or so of the library scored in one or more.
canonical_smiles	EWS-Fli inh	PAX8 inh HTS	DENV2 CPE rescue	FN deposition inh	INS-1E GSIS act	miR122 inh	F508del corr
COCC(=O)Nc1ccc2c(c1)C(=O)N(C)C[C@@H](OC)[C@@H](C)CN(C(C)=O)[C@H](C)CO2	0	x	x	-5	18	-2[16.7 µM]	-0.3
CCCc1cc(=O)n2nc(N3CCC(C(=O)NCc4ccco4)CC3)sc2n1	-9	-2	4	1	-7	2	1.2
O=C(/C=C/c1ccc(F)cc1)NC(=S)NNC(=O)[C@H]1C[C@@H]1c1ccccc1	17	-5	11	2	-27	x	-0.1
COC(=O)c1sccc1NC(=O)c1c(C)c(-c2cccc(Cl)c2)nc2ccccc12	x	17	x	-5	8	-10	x
CCOC(=O)c1c[nH]c2ccc3ccccc3c2c1=O	0	1	-4	2	36	-7	-6.1
CSc1ccccc1OCc1cc(C(=O)NCCC2=CCCCC2)no1	x	7	8	-10	1	0	3.2
O=C(CSc1cn(CC(=O)N2CCOCC2)c2ccccc12)N1CCOCC1	x	-16	3	-2	2	-6	-0.4
Cc1cc(Cl)ccc1OC(C)C(=O)Nc1ccccc1N1CCOCC1 (stereo not drawn)	x	12	x	4	x	-1	x
Cc1ccccc1C(=O)Nc1ccnn1C1CCN(C2CCSCC2)CC1	x	1	-2	1	7	x	-3.3
CCCN1CCC(NC(=O)C2CCN(C(C)=O)CC2)CC1	1	-12	1	6	4	-2	-1.0
CCOc1ccc(C(=O)NC(=S)Nc2ccc(NC(=O)c3ccco3)cc2)cc1[N+](=O)[O-]	x	14	x	11	43*	x	x
COC(=O)c1ccc(CS(=O)(=O)c2ccc(C)cc2)o1	1	1	3	5	3	-3	2.8
O=C(N[C@@H](Cc1ccccc1)C(=O)OCc1ccccc1)c1ccco1	1	6	-9	-2	-18	-6	-1.0
C[C@@H]1CCCCO[C@@H](CN(C)C(=O)c2ccccc2)[C@@H](C)CN([C@@H](C)CO)C(=O)c2cc(NS(=O)(=O)c3ccccc3)ccc2O1	2	-10	-5	-14	26	-6[16.7 µM]	0.4
CCOC(=O)c1[nH]c2ccccc2c1NC(=O)c1ccc(S(=O)(=O)N2CCOCC2)cc1	27	30	-4	-3	-1	-4	-0.9
C[C@@H]1CN([C@H](C)CO)C(=O)c2cccc(NC(=O)Nc3ccc(C(F)(F)F)cc3)c2O[C@@H]1CN(C)Cc1ccncc1	-7	-2	9	x	-10	-5[16.7 µM]	-3.2
Cc1ccc2nc(C)cc(N/N=C/c3ccc(F)cc3)c2c1	-5	-8	9	-2	1	-6	-1.3
NS(=O)(=O)c1ccc(NC(=O)Cn2nc(C(=O)O)c3ccccc3c2=O)cc1	2	-4	13	-4	18	x	0.8
CCCCNC(=O)C1(O)c2ccccc2NC(=O)N1c1ccc(Cl)cc1 (stereo not drawn)	-11	4	-5	-4	-2	-1	-2.0
C[C@@H]1CN([C@H](C)CO)S(=O)(=O)c2ccc(-c3ccc(F)cc3)cc2O[C@@H]1CN(C)C(=O)c1ccccc1F	-2	x	0	-12	-17	22[16.7 µM]	-1.2
O=C(CO/N=C/c1ccc2c(c1)OCO2)Nc1cccc(Br)c1	x	1	x	3	-7	-8	x
COc1ccc(CN(C)C(=O)COC(=O)c2cc([N+](=O)[O-])ccc2N2CCCC2)c(OC)c1OC	1	2	0	-6	37	2	4.4
CC(C)c1ccc(CN2CCC(Oc3ccc(C(=O)N4CCCC4)cc3)CC2)cc1	26	13	19	6	-18	x	-1.6
O=C(c1ccc(F)cc1)N1C[C@@H]2N[C@H](C1)C2c1ccc(-c2cccnc2)cc1 (stereo partly drawn)	-4&-23	21&5	17&1	-4&-7	-10&14	x	-0.1&-0.6
Fc1ccc(CSc2ccc(-c3ccc4c(c3)OCO4)nn2)cc1	x	-41	x	-8	35	x	x
NS(=O)(=O)c1ccc2nc(NC(=O)c3ccc(Br)o3)sc2c1	-11	-99	-2	-4	-6	x	-0.4
C[C@H](CO)N1C[C@H](C)[C@H](CN(C)C(=O)NC2CCCCC2)Oc2ccc(NC(=O)Cc3cn(C)c4ccccc34)cc2C1=O	3	29	7	3	-12	-1[16.7 µM]	3.6
COc1ccc(C(NC(C)=O)c2cc(Cl)c3cccnc3c2O)cc1OC (stereo not drawn)	10	18	7	26	-3	-3	4.2
N#C[C@H]1[C@@H](c2ccccc2C2=CCCC2)[C@H](CO)N1C(=O)CN1CCOCC1	-5	x	1	-10	-17	x	-2.7
COc1cccc(CNC(=O)C2CCN(S(=O)(=O)c3ccc4c(c3)CCC(=O)N4)CC2)c1	-2	-11	-4	-6	-3	-7	0.4
Cc1ccc(C(=O)OCC(=O)c2ccc(Br)cc2)cc1S(=O)(=O)N1CCOCC1	5	16	9	0	-5	-1	-2.1
COC(=O)Cc1ccc(OC(=O)CCS(=O)(=O)c2ccc(C)cc2)cc1	-7	5	3	-1	22	-8	0.2
CCCN(CCC)S(=O)(=O)c1ccc(C(=O)Nc2ccc(S(=O)(=O)Nc3nnc(CC)s3)cc2)cc1	-24	13	0	-1	7	-2	-2.6
C#Cc1ccc(CN2CCC(C(=O)Nc3ccc(Oc4ccccc4)nc3)CC2)cc1	x	20	3	4	11	-13	0.6
CCOC(=O)C1(CCOc2ccccc2)CCN(Cc2ccc(-n3cccn3)cc2)CC1	21	6	x	1	-30	-6	-3.1
O=C(CSc1ccc2c(c1)OCCO2)Nc1cccnc1Cl	12	-1	-3	-3	23	-19	-2.7
CCc1cc2c(-c3ccccc3)cc(=O)oc2cc1OC(C)C(=O)O (stereo not drawn)	15	5	-4	-6	-1	-1	-3.3
O=C(COC(=O)Cc1ccsc1)Nc1ccccc1Cl	4	-16	u	2	9	-4	-2.9
O=C(CNC(=O)OCc1ccccc1)Oc1ccc2ccc(=O)oc2c1	15	6	7	10	7	-13	1.0
CCN(C(=O)COC(=O)/C=C/c1ccc2c(c1)OCO2)c1c(N)n(Cc2ccccc2)c(=O)[nH]c1=O	4	3	9	-1	1	-2	-0.2
COc1cc(C)ccc1Oc1ccc([N+](=O)[O-])cc1	-1	-47	0	-1	8	x	-0.7
CSc1nnc(C2CCN(CC(=O)Nc3ccccc3N3CCOCC3)CC2)n1C	5	-3	4	5	18	-2	-1.6
O=C(NC(=S)NCc1cccnc1)c1cc(Br)ccc1Cl	10	-16	-3	2	14	-2	1.2
CC(NC(=O)c1cnc2ccccc2n1)c1ccccc1 (stereo not drawn)	-29	7	-3	-4	-6	x	4.1
COc1ccc(S(=O)(=O)n2nc(OCc3cccs3)cc2N)cc1	-17	5	-6	-14	-17	x	-1.9
O=C(Cc1ccccn1)NCC[C@H]1CC[C@H](NC(=O)Nc2ccc(F)cc2)[C@H](CO)O1	1	-3	-3	x	-10	x	1.9
Cc1ccc(NC(=O)COC(=O)CC2CC3CCC2C3)cc1S(=O)(=O)N1CCOCC1 (stereo not drawn)	-2	-6	-7	1	-21	-5	x
COc1ccc(C#Cc2ccc([C@H]3[C@@H](CO)N4CCCCN(C(=O)Nc5ccccc5F)C[C@H]34)cc2)cc1	14	-17	-36	7	-13	-16[16.7 µM]	-2.2
CC(=O)C1=C(C)OC2(O)c3ccccc3C(=O)C12O (stereo not drawn)	-14	-13	-2	8	-13	2	-1.9
NS(=O)(=O)c1ccc(NC(=O)COC(=O)/C(=C/c2cccs2)c2cccs2)cc1	-9	22	14	10	10	0	5.0
CCCNC(=O)C[C@@H]1CC[C@@H]2[C@H](COc3ccc(NC(=O)c4cc(F)cc(F)c4)cc3C(=O)N2C)O1	0	4	3	x	0	-43[16.7 µM]	1.3
C[C@@H]1CN([C@@H](C)CO)C(=O)c2cc(NC(=O)Nc3ccc(C(F)(F)F)cc3)ccc2O[C@@H]1CN(C)CC1CC1	29	10	4	x	2	0[16.7 µM]	-3.1
COc1ccccc1-c1csc(C(O)c2ccc(F)c(F)c2)n1 (stereo not drawn)	-8	-28	-4	8	x	-15	0.5
C[C@H]1CN([C@@H](C)CO)S(=O)(=O)c2ccc(C3=CCCC3)cc2O[C@H]1CN(C)Cc1ccccc1F	20	5	6	5	3	-5[16.7 µM]	2.7
Cc1noc(C)c1S(=O)(=O)Nc1ccc2c(c1)C(=O)N([C@@H](C)CO)C[C@@H](C)[C@H](CN(C)S(=O)(=O)c1ccc(F)cc1)OCCCC[C@@H](C)O2	11	35	-2	x	-10	-8[16.7 µM]	3.6
CC1(C)Cc2nc(NC3CCCCC3)c(C#N)cc2CO1	8	-4	-2	x	-9	x	0.6
Nc1nc(SCC(=O)NCCOCCO)nc2sc3c(c12)CCCC3	1	-2	-5	-7	14	x	-0.2
CN(C)C(=O)C[C@@H]1CC[C@H]2[C@@H](COC[C@H](O)CN2C(=O)C2CCCC2)O1	-8	-24	4	0	-2	-2[16.7 µM]	1.2
CN(C)c1cccc(C(=O)OCC(=O)NC(=O)NCc2ccccc2)c1	-4	-2	-6	x	-4	-8	1.8
CS(=O)(=O)N1CCN(c2ccc([N+](=O)[O-])cc2C(F)(F)F)CC1	7	29	-1	2	x	x	1.2

# Additional structures
canonical_smiles	EWS-Fli inh	PAX8 inh HTS	DENV2 CPE rescue	FN deposition inh	INS-1E GSIS act	miR122 inh	F508del corr
COc1ccccc1C=NNC(=O)NN=Cc1ccccc1OC	-23	-19	4	1	-12	2	4.6
CC(=O)Oc1ccc(NC(=O)CCC2CCCCC2)c(C(=O)O)c1	x	5	x	2	x	-7	x
O=C(Cc1n[nH]c(=O)c2ccccc12)OCC(=O)c1ccccc1	0	0	-3	0	29	-3	-2.6
N#CCCn1cc(C(=O)Nc2ccccn2)c(-c2ccccc2)n1	8	-32	1	-9	2	-6	1.3
C[C@@H]1CCCCO[C@@H](CN(C)S(C)(=O)=O)[C@H](C)CN([C@H](C)CO)C(=O)c2cc(NC(=O)Nc3ccc(F)cc3)ccc2O1	-3	-3	-11	x	-10	25[16.7 µM]	-1.4
CN(C(=O)c1cccc(NC(=O)Cc2cccc(NC(=O)C3CCN(C(=O)C4CC4)CC3)c2)c1)C1CCC1	1	-1	-7	2	-10	-1	0.3
CCCCCN1CC(=O)N2[C@@H](Cc3c([nH]c4ccccc34)C2(C)C)C1=O	-2	-7	-3	-3	1	1	0.9
CC(C)c1nccn1S(=O)(=O)c1cc([N+](=O)[O-])ccc1Cl	x	2	x	2	3	x	x
O=C(Nc1ccc2c(c1)OCO2)N[C@H]1C=C[C@@H](CC(=O)N2CCN(c3ccccc3)CC2)O[C@H]1CO	-7	5	-2	3	10	-3[16.7 µM]	1.3
O=C(C1CCCC1)N1CC(=O)N2[C@@H](CO)[C@@H](c3ccc(C#Cc4cccc(F)c4)cc3)[C@@H]2C1	3	x	-6	8	-1	x	-0.9
O=[N+]([O-])c1cc(S(=O)(=O)N2CCOCC2)ccc1NS(=O)(=O)c1ccccc1	-2	0	3	-4	-4	-5	-1.3

# Reformatted: entries from further up
# Each structure is followed by: EWS-Fli inh, PAX8 inh HTS, DENV2 CPE rescue, FN deposition inh, INS-1E GSIS act, miR122 inh, F508del corr
O=C(N[C@@H](Cc1ccccc1)C(=O)OCc1ccccc1)c1ccco1
  1, 6, -9, -2, -18, -6, -1.0
O=C(NC(=S)NCc1cccnc1)c1cc(Br)ccc1Cl
  10, -16, -3, 2, 14, -2, 1.2
COc1ccc(C#Cc2ccc([C@H]3[C@@H](CO)N4CCCCN(C(=O)Nc5ccccc5F)C[C@H]34)cc2)cc1
  14, -17, -36, 7, -13, -16[16.7 µM], -2.2

# Source: PubChem BioAssay
